DRD3 agonist – activates the human D3 dopamine receptor; P35462; D3R DiscoveRx beta-arrestin cells, luminescence, 90 min; max activation, %; 0.58% of 410,000 active; AID 652048; in the data active = max activation above about 30%; also: 0% is about no effect; mostly tested at two doses, the higher about 12 µM
Target sequence (P35462 whole entry, looked up): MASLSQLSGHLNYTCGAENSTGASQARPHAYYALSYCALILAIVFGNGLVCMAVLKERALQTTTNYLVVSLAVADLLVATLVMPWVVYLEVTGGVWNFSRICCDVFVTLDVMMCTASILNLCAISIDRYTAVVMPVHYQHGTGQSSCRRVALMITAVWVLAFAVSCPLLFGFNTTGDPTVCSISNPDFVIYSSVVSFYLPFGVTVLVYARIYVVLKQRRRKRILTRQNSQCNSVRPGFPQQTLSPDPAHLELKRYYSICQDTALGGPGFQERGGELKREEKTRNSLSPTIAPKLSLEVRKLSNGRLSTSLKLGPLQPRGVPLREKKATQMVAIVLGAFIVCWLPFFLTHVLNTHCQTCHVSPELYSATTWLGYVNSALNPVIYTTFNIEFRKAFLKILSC
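Cells at 1500/well, incubated overnight, then treated with pinned compounds (dopamine as control) for 90 min at 37 degrees C. DiscoveRx reagent added for 30 - 60 minutes at room temperature; luminescence read.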
HT1080NT lethal – kills 2HG-producing HT-1080-NT fibrosarcoma cells; HT-1080-NT fibrosarcoma viability, CellTiter-Glo ATP luminescence, 48 h; Potency, µM (series often up to 46.1 µM), without a hit: at the highest dose activity, negative = less viability, usual class: cytotoxic; 1.6% of 360,000 active; AID 686970;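 also: NT is the 2HG producing partner of a matched IDH1 knockdown line; potency is read from the fitted curve at half-maximal effect; 0% = DMSO-treated cells and -100% = media-only wells without cells; nearly all actives have a fitted effect of over 55% in size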
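Luminescent CellTiter-Glo readout after 48 hours of compound exposure at 37 degrees C defined viability of HT-1080-NT cells. Activity was normalized to DMSO wells and cell-free media wells; concentration-response curves were fitted and assigned curve classes.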
SW480 rerep – DNA re-replication induction in SW480 cells. SW480 DNA re-replication, Hoechst DNA content imaging, 48 h. Potency, µM (doses to about 46.1 µM), inactives show top-dose re-replication activation, actives largely listed as activators. AID 624297. 1.8% of 340,000 active; also: potency is read from the fitted curve at half-maximal effect; % of control where 0% means no effect; nearly all actives have a fitted effect of over 55% in size
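Cells (250 per well) received 23 nL compound or DMSO by pin tool and were kept 48 hr at 37 C, 5% CO2. Nuclei were then stained with Hoechst for 40 min and scanned for DNA content.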
HT1080 IDH1KD tx – kills HT-1080 cells with IDH1 knockdown. 2% of 360,000 active. Potency, µM (titrated, usually from 46.1 µM), without a hit: top-dose activity, negative = toxicity, actives largely listed as cytotoxic. HT-1080 IDH1 knockdown viability, ATP luminescence, 48 h;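 also: potency is read from the fitted curve at half-maximal effect; 0% = DMSO wells and -100% = cell-free medium wells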
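In this qHTS, HT-1080 cells depleted of IDH1 are exposed for 48 h at 37 °C to compound titrations. Toxicity is scored from CellTiter-Glo luminescence, with DMSO as full viability and medium alone as none.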
D3 antag – blocks the human D3 dopamine receptor; P35462; D3R cells, DiscoveRx beta-arrestin luminescence, antagonist mode; stronger effect = lower value; max response, negative = inhibition, %; 2.5% of 360,000 active; AID 652054; in the data active = max response below about -50%; inconclusive = no clear call, values can overlap the other calls; also: % is scaled to controls: 0 for no effect and ±100 for the full control effect; mostly tested at two doses, the higher about 12 µM
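Cells plated overnight at 1500 cells/well, then exposed to library compounds with dopamine controls for 90 minutes at 37 degrees C. DiscoveRx reagent added for 30–60 minutes at room temperature; luminescence read, quantitative HTS format.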
KB-V1 MDR tox – kills drug-selected multidrug resistant KB-V1 cells | KB-V1 MDR cells viability, CellTiter-Glo, 72 h | Potency, µM (highest dose often 46.1 µM), inactives show at the highest dose activity change, negative = cytotoxicity, hits mostly cytotoxic | 3.4% of 400,000 active; also: potency is read from the fitted curve at half-maximal effect; % is scaled to controls: 0 for no effect and ±100 for the full control effect; nearly all actives have a fitted effect of over 60% in size
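KB-V1 cells (P-gp-expressing MDR subline of KB-3-1) in phenol-red-free DMEM with 10% FBS were exposed to library compounds over a concentration series for 72 h at 37 degrees C. Viability read by CellTiter-Glo luminescence; concentration-effect curves fitted after normalization.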
IL-1B inflam inh – inflammasome signaling inhibition, IL-1 beta readout | 4.7% of 360,000 active | AID 743279 | THP-1 LPS/ATP IL-1B secretion, AlphaLISA, 16 h; stronger effect = lower value | activity change, % at 57.5 µM; in the data active = activity change below about -50%; inconclusive = mostly about -30% to -49%; also: % is scaled to controls: 0 for no effect and ±100 for the full control effect
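Secreted IL-1B measured by AlphaLISA bead assay after 16 h compound exposure of THP-1 cells; compounds (final up to 57.5 uM) added 1 h before LPS (250 ng/mL) and ATP (1.25 mM) stimulation; lower signal means less secretion.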
GLP1R ag – GLP-1 receptor (human) agonism. P43220. HEK293 GLP-1R CRE-luciferase, luminescence, 4-6 h; cells express a hypersensitive GLP-1R form. Potency, µM (titrated, usually from 45.6 µM), without a hit: top-dose activation, actives largely listed as activators. 0.007% of 380,000 active; also: potency is read from the fitted curve at half-maximal effect; % of control where 0% means no effect
Target sequence (P43220 whole entry, looked up): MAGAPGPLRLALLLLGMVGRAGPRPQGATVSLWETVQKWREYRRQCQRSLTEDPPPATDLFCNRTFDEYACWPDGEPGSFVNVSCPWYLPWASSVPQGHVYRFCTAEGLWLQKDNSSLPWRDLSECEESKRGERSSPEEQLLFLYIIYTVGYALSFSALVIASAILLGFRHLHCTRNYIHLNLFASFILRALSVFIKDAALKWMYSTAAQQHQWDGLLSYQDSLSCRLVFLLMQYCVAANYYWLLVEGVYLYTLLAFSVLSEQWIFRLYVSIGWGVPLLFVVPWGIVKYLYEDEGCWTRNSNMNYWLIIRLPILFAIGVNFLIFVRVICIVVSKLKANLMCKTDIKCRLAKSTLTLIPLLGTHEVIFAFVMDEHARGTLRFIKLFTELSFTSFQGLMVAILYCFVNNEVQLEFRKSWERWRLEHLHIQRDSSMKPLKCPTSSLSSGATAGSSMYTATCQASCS
KB-3-1 cytotox – KB-3-1 parental cell cytotoxicity; KB-3-1 viability, CellTiter-Glo ATP luminescence, 72 h; Potency, µM (top dose mostly 46.1 µM), without a hit: top-dose activity change, negative = cytotoxic, actives largely listed as cytotoxic; 1.4% of 400,000 active; also: potency is read from the fitted curve at half-maximal effect; % is scaled to controls: 0 for no effect and ±100 for the full control effect; nearly all actives have a fitted effect of over 60% in size
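Screening of KB-3-1 cells (DMEM, 10% FBS, phenol-red free) ran from lowest to highest compound concentration; after 72 h at 37 °C viability was read luminescently and curves fitted.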
An asterisk follows results filed as active; ? = inconclusive; · = not tested or not shown; & = joins results of further samples; [ ] = dose if it differs, or a comment. Unless noted, calls follow the shape of the dose curve; as a rule, active = well fitted curve in the direction sought with a large enough effect; inconclusive = small, poorly fitted or top-dose-only effect, or another doubt; inactive = no such curve, though single readings can be large; an effect the other way counts as inactive or inconclusive.

Every second line gives: DRD3 agonist	HT1080NT lethal	SW480 rerep	HT1080 IDH1KD tx	D3 antag	KB-V1 MDR tox	IL-1B inflam inh	GLP1R ag	KB-3-1 cytotox
CCOC(=O)C(CCCOc1ccccc1C)C(=O)OCC
    6	26%	1%	15%	24	7%	12	-11%	16%
COc1ccccc1NC(=O)[C@H](COCc1ccccc1)NC(=O)OC(C)(C)C
    10	7%	-1%	-9%	13	?	-7	20%	-7%
CC(=O)Nc1c2c(nn1-c1ccc(F)cc1)CSC2
    -8	-3%	-6%	3%	-3	2%	10	-7%	0%
C[C@@H]1CN([C@@H](C)CO)C(=O)c2cccc(NC(=O)Nc3ccc4c(c3)OCO4)c2O[C@H]1CN(C)S(=O)(=O)c1cn(C)cn1
    -10	1%	?	6%	9	?	-21	-4%	18%
CC(=O)N1c2ccc(Cl)cc2C2C=CCC2C1c1cccc2ccccc12 (centres undefined)
    -12	?	?	?	18	?	?	-3%	?
CC[C@@]12C(=O)N(c3ccccc3)C(=O)N1[C@H](c1cccc(C)c1)[C@@H]1C(=O)N(Cc3ccccc3)C(=O)[C@@H]12
    -3	0%	12%	8%	0	-3%	22	-3%	-2%
COc1ccc(C2=CC3=C(Br)C(=O)C(C)(OC(=O)c4ccco4)C(=O)C3=CO2)cc1 (centres undefined)
    4	1%	-3%	6%	2	2%	1	-11%	7%
Cc1sc2ncnc(SCC(=O)NC(=O)NCc3ccco3)c2c1C
    -6	9%	-12%	0%	?	-30%	5	9%	0%
Cc1ccc2oc(-c3ccc(C)c(NC(=O)c4ccc5c(c4)OCCO5)c3)nc2c1
    4	·	·	·	·	-18%	·	12%	17%
CN(C(=O)c1nc(-c2ccccc2)n(-c2ccccc2)n1)C1CCS(=O)(=O)C1 (centres undefined)
    15	?	?	8%	32	9%	-8	4%	4%
Cc1cccc(N2CCN(C(=O)CCCOc3ccccc3)CC2)c1C
    7	-19%	0%	-3%	20	-17%	9	6%	-9%
COc1ccc(OC)c(/C=N/NC(=O)c2ccncc2)c1
    1	0%	-9%	10%	0	13%	15	-2%	-8%
COCCNC(=S)N/N=C1\CC(C)CC(C)(C)C1 (centres undefined)
    -4	-4%	-1%	4%	-25	-8%	2	-2%	-2%
COc1cccc(CC(=O)Nc2cc(S(=O)(=O)N3CCOCC3)ccc2N2CCN(C)CC2)c1
    -3	10%	10%	0%	-9	?	-28	1%	13%
CC(=O)c1ccc(NC(=O)Nc2ccc3snnc3c2)cc1
    3	·	·	·	·	?	·	4%	0%
Cc1sc2ncnc(SCC(=O)NCC(C)C)c2c1C
    -4	-6%	1%	-30%	-11	0%	0	19%	12%
O=C(CSCc1ccc(Cl)cc1)Nc1cc([N+](=O)[O-])ccc1O
    -9	?	54%	?	0	0%	?	0%	-25%
COc1ccc(NCc2nnc(SCC(=O)NCc3ccco3)n2-c2ccccc2OC)cc1
    2	-8%	-2%[9.22 µM]	-2%	-11	1%	10	-10%	-12%
Cc1ccc2[nH]c3c(=O)n(CC(=O)NCCCN4CCN(c5ccc(F)cc5)CC4)ncc3c2c1
    -9&-13	6%	-5%	5%	-8	2%&28%	?	-1%	2%&2%
C[C@@](Cc1ccc(O)c(O)c1)(NN)C(=O)O
    -4&-3	-1%	15%&-4%&-4%	0%	6	12%	24	4%&11%	0%
CCc1ccc(S(=O)(=O)NCCc2cn3ccc(C)cc3n2)s1
    4	1%	-4%	1%	1	-11%	0	5%	?
O=C(NCc1ccccc1Cl)c1cc(C(=O)C2CC2)c[nH]1
    22	6%	1%	-9%	12	-31%	10	7%	-1%
Cc1ccc2cc3c(NC(=O)c4ccco4)nn(C)c3nc2c1
    1	-11%	?	-14%	44	?	-1	15%	?
Oc1c(Cl)cc(Cl)cc1CNc1ccccn1
    -1	-22%	-1%	?	4	3%	?	0%	16%
O=C1CCc2cc(S(=O)(=O)Nc3cccc(F)c3)cc3c2N1CC3
    6	-16%	?	-16%	8	?	21	4%	-29%
COc1cccc(NS(=O)(=O)c2ccc(NC(C)=O)cc2)c1
    -8	5%[9.24 µM]	-3%	-24%	10	15%	31	1%	1%
CCOC(=O)N1CCN(C(c2cc3ccccc3o2)c2nnnn2C(C)(C)C)CC1 (centres undefined)
    3	10%	·	3%	21	9%	3	11%	4%
COCCCNC(=O)/C(C#N)=C/c1c(N2CCN(c3cccc(Cl)c3)CC2)nc2c(C)cccn2c1=O
    -20	3%	0%	1%	-17	-24%	-66*	6%	?
CC(C)(C)c1ccc(C(=O)OCCNC(=O)c2c(Cl)nc3ccccn23)cc1
    3	-15%	4%	2%	-3	-3%	20	2%	21%
Cc1occc1C(=O)Nc1cccc(S(=O)(=O)N2CCOCC2)c1
    -3	1%	-6%	0%	-14	12%	-11	-1%	1%
COc1ccccc1NC(=O)C(=O)NCCC1CCCCN1S(=O)(=O)c1ccc(F)cc1 (centres undefined)
    -23	-5%	0%	-8%	-14	-2%	-24	-6%	-19%
CCS(=O)(=O)NCC(c1ccco1)N1CCN(c2ccc(F)cc2)CC1 (centres undefined)
    0&-22	-1%	0%	2%	1	?	25	3%	12%
CCOc1ccc(C(=O)NCC(=O)OCC(=O)N(C)CC(=O)Nc2ccccc2CC)cc1OCC
    4	0%	-4%	-25%	28	-17%	21	2%	5%
O=C(NCCc1c[nH]c2ccccc12)C(F)(F)F
    1	0%	0%	0%	0	?	31	-9%	7%
Cn1ccc2c(-c3ccc(CO)cc3)cc3c(c21)C1CCC3O1 (centres undefined)
    2	21%	·	3%	2	29%	18	15%	0%
Cn1c(Cn2nnc3ccccc32)nnc1SCC(=O)Nc1ccc2c(c1)OCO2
    14	-28%	-5%	4%	9	2%	18	-3%	9%
O=C(O)CCCc1ccc2ccc3cccc4ccc1c2c34
    3	-8%	4%	-25%	-4	4%	10	8%	-5%
O=[N+]([O-])c1cc(Cl)ccc1Oc1ccc(-c2nnco2)cc1
    -3	1%	-4%	4%	1	2%	0	-4%	-1%
O=C(c1ccncc1)N1CCN(S(=O)(=O)c2ccc(F)cc2)CC1
    8	?	-2%	12%	5	0%	3	-6%	-8%
Cc1ccc(OCCCC(=O)Nc2ccc(N3CCOCC3)cc2)cc1
    3	-4%	-2%[9.22 µM]	2%	-8	6%	-7	-11%	2%

Arranged by count of non-hydrogen atoms (low to high): some entries from above.
Every second line gives: DRD3 agonist	HT1080NT lethal	SW480 rerep	HT1080 IDH1KD tx	D3 antag	KB-V1 MDR tox	IL-1B inflam inh	GLP1R ag	KB-3-1 cytotox
C[C@@](Cc1ccc(O)c(O)c1)(NN)C(=O)O
    -4&-3	-1%	15%&-4%&-4%	0%	6	12%	24	4%&11%	0%
COCCNC(=S)N/N=C1\CC(C)CC(C)(C)C1 (centres undefined)
    -4	-4%	-1%	4%	-25	-8%	2	-2%	-2%
Cc1cccc(N2CCN(C(=O)CCCOc3ccccc3)CC2)c1C
    7	-19%	0%	-3%	20	-17%	9	6%	-9%
COc1ccccc1NC(=O)[C@H](COCc1ccccc1)NC(=O)OC(C)(C)C
    10	7%	-1%	-9%	13	?	-7	20%	-7%
Cn1c(Cn2nnc3ccccc32)nnc1SCC(=O)Nc1ccc2c(c1)OCO2
    14	-28%	-5%	4%	9	2%	18	-3%	9%

(cont.)
mol,DRD3 agonist,HT1080NT lethal,SW480 rerep,HT1080 IDH1KD tx,D3 antag,KB-V1 MDR tox,IL-1B inflam inh,GLP1R ag,KB-3-1 cytotox
Nc1ccc(-n2nncc2-c2ccco2)cc1,-8,10%,1%,7%,15,?,4,6%,18%
CC(C)N1CCC(NC(=O)Nc2ccccc2)CC1,6,5%,-8%,7%,0,3%,11,0%,6%
O=C1Nc2cc3c(cc2Sc2ccccc21)OCCO3,-3,2%,4%[9.22 µM],-15%,-18,0%,10,-7%,-10%
Cc1ccccc1-c1csc(C(C)(O)c2cccnc2)n1 (centres undefined),4,1%,·,2%,17,-1%,33,4%,0%
O=C(NCc1ccccc1CN1CCCC1)C1CCN(S(=O)(=O)c2ccc(F)c(F)c2)CC1,1,-8%,5%,-3%,16,-34%,-51*,2%,10%

Screens as filed in PubChem.
